Source: PubChem BioAssay
V1aR counter: agonists of human V1a receptor, primary screen, counter-screen for OXTR agonist project, fluorescence, CHO-V1R cells; activation, % at 3 µM; Fluo-8 calcium fluorescence, agonist mode; 0% DMSO, 100% 3 nM vasopressin; hit rate 0.25% among 320,000;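 active = activation above the mean activation of all tested compounds plus 3 SD, per screening run, cut at about 20% in these data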;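 note: signal is peak over basal fluorescence ratio across a 100 second FLIPR read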
Target sequence (P37288 whole entry, looked up): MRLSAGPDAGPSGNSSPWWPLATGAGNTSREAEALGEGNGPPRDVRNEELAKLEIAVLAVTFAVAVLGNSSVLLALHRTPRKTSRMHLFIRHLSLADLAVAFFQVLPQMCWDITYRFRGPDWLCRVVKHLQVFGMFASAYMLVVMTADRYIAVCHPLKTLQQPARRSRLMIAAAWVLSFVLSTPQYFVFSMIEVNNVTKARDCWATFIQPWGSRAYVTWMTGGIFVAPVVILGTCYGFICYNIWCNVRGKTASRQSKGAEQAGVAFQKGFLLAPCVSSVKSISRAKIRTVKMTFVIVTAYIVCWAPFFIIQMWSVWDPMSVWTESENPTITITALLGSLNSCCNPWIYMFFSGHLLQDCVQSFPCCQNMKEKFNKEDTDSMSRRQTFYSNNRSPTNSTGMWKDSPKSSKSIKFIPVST
OXTR agonist: human OXTR agonists, primary screen, fluorescence, CHO-OTR cells, Fluo-8 calcium; Oxytocin receptor (Homo sapiens), P30559; Fluo-8 calcium fluorescence; normalized: DMSO 0%, oxytocin 100%; activation, % at 3 µM; hit rate 0.32% among 320,000; AID 2435, 2010;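 active = activation above the mean of all tested compounds plus 3 SD, cutoff set per screening run, cut at about 20% in these data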;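 note: peak over basal fluorescence ratio from a 100 s FLIPR kinetic read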
GalR3 antagonist: GalR3 antagonists in HEK293 cells, primary screen, cell-based, fluorescence readout. Galanin receptor type 3 (Homo sapiens), O60755. HEK293 GalR3-CNG cAMP membrane potential fluorescence; galR3 body fused to GalR1 C-terminus. inhibition, % at 3 µM. hit rate 0.44% among 360,000. AID 651719, 2012;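 active = inhibition above the screen-wide average plus 3 SD, cut at about 13% in these data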;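 note: forskolin and galanin both at EC90 stimulate the cells; cAMP rise reported by CNG channel membrane potential dye signal; 0% = forskolin plus galanin with DMSO and 100% = forskolin alone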
Target sequence (O60755 1-299 limits assumed): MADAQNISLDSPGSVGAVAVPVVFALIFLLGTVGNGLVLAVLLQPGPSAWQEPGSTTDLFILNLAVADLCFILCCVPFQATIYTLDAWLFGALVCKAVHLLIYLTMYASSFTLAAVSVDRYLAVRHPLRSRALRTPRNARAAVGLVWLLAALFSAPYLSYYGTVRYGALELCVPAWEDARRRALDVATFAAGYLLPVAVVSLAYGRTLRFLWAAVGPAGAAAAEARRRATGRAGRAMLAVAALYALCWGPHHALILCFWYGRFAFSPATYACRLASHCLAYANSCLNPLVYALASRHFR
Numbers without * were called inactive. Some of the compounds tested; count on the stated rates, not on these rows.

Value order: V1aR counter	OXTR agonist	GalR3 antagonist
> Cc1ccc(C)c(S(=O)(=O)N2CCN(c3ncnc4sccc34)CC2)c1
 : 7.3	7.7	-8
> COc1ccccc1/C=C/C(=O)OCC(=O)NC1CCS(=O)(=O)C1 (centres undefined)
 : 0.9	1.8	-2
> c1ccc2cc(C3CCCCC3)ncc2c1
 : -0.4	0.6	-3
> O=C(NCCc1nc(-c2ccccc2Cl)no1)c1ccccc1
 : 2.9	4.5	-3
> COc1cc(N)c(Cl)cc1C(=O)OCC(=O)N1c2ccccc2NC(=O)C1(C)C
 : 1.0	0.2	-4
> COc1ccc(CNC(=O)[C@@H]2CC=C[C@@H]3CCN(Cc4ccc(Cl)c(Cl)c4)C(=O)[C@@H]32)cc1
 : 0.1	-1.6	5
> CCOC(=O)c1sc(NC(=O)C2CSC3(C)CCC(=O)N23)nc1C (centres undefined)
 : 0.0	0.1	-3
> Cc1ccc(NC(=O)c2ccc3c(c2)OCCO3)nc1
 : -0.3	-1.0	-5
> Cc1ccc(OCc2nnc(-c3ccc(Cl)cc3)o2)cc1
 : -0.8	-2.2	-3
> CCSc1ccc([C@@H]2[C@@H]3C(=O)N(CC)C(=O)[C@@H]3[C@]3(C(=O)OC)CCCN23)cc1
 : -0.5	-1.3	1
> CCn1c(SCC(=O)Nc2cccc(OC)c2)nc2c(c1=O)SCC2
 : 1.6	-1.0	-3
> COc1ccc(/C=C/C(=O)OCC(=O)NC2CCCCCCC2)cc1
 : 2.7	2.9	-7
> COc1ccccc1CC(=O)NNC(=O)CN(C)S(=O)(=O)c1ccc(Cl)cc1
 : 0.3	5.9	-3
> Cc1ccc(NC(=O)CN(C)C(=O)COC(=O)c2oc3ccccc3c2C)cc1
 : 1.9	0.2	-2
> CC(C)(C)OC(=O)N1CCC(NC(=O)c2ncn(Cc3ccccc3)c2C(=O)NC2CCN(C(=O)OC(C)(C)C)CC2)CC1
 : -0.2	-0.5	-4
> COC(=O)[C@@H]1C[C@@]2(Br)c3ccccc3N(S(=O)(=O)c3ccccc3)[C@H]2N1C(=O)OC
 : 1.0	0.1	-3
> CCOc1ncccc1C(=O)OCC(=O)Nc1ccc2c(c1)CCC2
 : -0.5	-0.7	2
> Cc1ccc(NC(=O)C2=CN3CCS(=O)(=O)N=C3C=C2)cc1
 : 0.3	1.6	-4
> Cc1ccc(OCCNC(=O)c2cccc(S(=O)(=O)N3CCN(C)CC3)c2)cc1
 : 1.0	0.9	-3
> O=C(c1cc(Cl)nc2ccccc12)N(Cc1nnc(-c2ccc(Cl)cc2)o1)C1CC1
 : -1.0	-1.6	-4

Rewritten field by field: part of the list above
COc1ccc(CNC(=O)[C@@H]2CC=C[C@@H]3CCN(Cc4ccc(Cl)c(Cl)c4)C(=O)[C@@H]32)cc1
  V1aR counter = 0.1
  OXTR agonist = -1.6
  GalR3 antagonist = 5

COc1ccccc1/C=C/C(=O)OCC(=O)NC1CCS(=O)(=O)C1 (centres undefined)
  V1aR counter = 0.9
  OXTR agonist = 1.8
  GalR3 antagonist = -2

Later entries:
Value order: V1aR counter	OXTR agonist	GalR3 antagonist
> COc1ccc2c(CC(=O)NNC(=O)c3ccc(O)cc3)coc2c1
 : 0.1	-0.2	-5
> Cc1noc(C)c1S(=O)(=O)Nc1ccc2c(c1)C(=O)N([C@H](C)CO)C[C@H](C)[C@@H](CN(C)S(=O)(=O)c1ccccc1)O2
 : 0.1	0.2	-6
> CC1CCCC(NC(=O)CSc2ncccn2)C1C (centres undefined)
 : -0.3	-0.3	-4
> Cc1ccc(C(=O)Nc2ccc(N3CCCCC3)cc2)cc1
 : -1.1	-0.5	-10
> Cc1nc2ccc(NS(=O)(=O)c3ccc(F)c(F)c3)cc2s1
 : 7.4	11	-5
> COc1ccc(C(=O)c2c3ccc(OC)cc3[n+]([O-])n2CCCC(N)=O)cc1
 : 0.3	0.2	-5
> CCN(c1ccccc1)S(=O)(=O)c1ccc(C(=O)Nc2ccccn2)cc1
 : -0.4	-1.4	-6
> Cc1c(NC(=S)NC(=O)c2ccccc2)c(=O)n(-c2ccccc2)n1C
 : 0.0	-0.8	-4
> CC(NC(=O)COc1ccccc1)C(=O)N1CCN(c2ccc(F)cc2)CC1 (centres undefined)
 : 1.0	1.6	-5
> COc1ccc(NC(=O)CN(C)C(=O)c2ccc(NS(=O)(=O)c3cccc([N+](=O)[O-])c3)cc2)cc1
 : -0.9	-1.8	-4
> COc1ccc(NC(=O)CN(C)C(=O)c2cccc(S(=O)(=O)N3CCN(c4ccccc4)CC3)c2)cc1
 : 5.7	1.8	1
> Cc1nc(SCc2nc3c(O)cccc3[nH]2)c2oc3ccccc3c2n1
 : 6.1	4.0	6
> O=C(Nc1cccc(S(=O)(=O)Nc2ccc(SC(F)F)cc2)c1)C1CCC1
 : 7.6	8.1	-7
> O=S1(=O)CCOC[C@H](Cc2ccccc2)N1Cc1ccccc1
 : -0.8	-2.3	-3
> COc1ccc(/C=C/C(=O)OCC(=O)N2CCCCCC2)c(OC)c1
 : -0.2	-2.1	-6
> COc1ccccc1-n1ccnc(SCC(=O)NCc2ccccc2)c1=O
 : -0.3	0.1	2
> OCCO
 : 0.6	1.2	-1
> O=C(CSc1nnc(-c2ccccc2)o1)NC(=O)Cc1ccccc1
 : 1.2	2.5	-2
> CCc1noc(C)c1C(=O)OC(C)C(=O)Nc1ccc(Cl)cn1 (centres undefined)
 : -0.5	-1.9	-6
> O=C(COc1cccc(C(F)(F)F)c1)Nc1ccccc1N1CCCCC1
 : -0.3	-0.5	4

Only V1aR counter (5 entries from above):
Structure	V1aR counter
Cc1c(NC(=S)NC(=O)c2ccccc2)c(=O)n(-c2ccccc2)n1C	0.0
CC(NC(=O)COc1ccccc1)C(=O)N1CCN(c2ccc(F)cc2)CC1 (centres undefined)	1.0
COc1ccc(NC(=O)CN(C)C(=O)c2ccc(NS(=O)(=O)c3cccc([N+](=O)[O-])c3)cc2)cc1	-0.9
COc1ccc(NC(=O)CN(C)C(=O)c2cccc(S(=O)(=O)N3CCN(c4ccccc4)CC3)c2)cc1	5.7
Cc1nc(SCc2nc3c(O)cccc3[nH]2)c2oc3ccccc3c2n1	6.1

(further entries)
Value order: V1aR counter	OXTR agonist	GalR3 antagonist
> O=C(NCCc1ccccc1)C1=COCCO1
 : -0.1	1.1	-3
> Clc1nc2ccccc2cc1-c1nnn(-c2ccccc2Br)n1
 : -0.3	-1.2	-7
> CCCCn1c(N)c(N(CC(C)C)C(=O)CC2CCCCC2)c(=O)[nH]c1=O
 : -0.2	-0.4	-3
> CCC(=NNC(=O)c1cccc(S(=O)(=O)N2CCOCC2)c1)c1ccccc1
 : 0.5	0.7	-4
> CC(C)(C)c1ccc(OCC(=O)N2CCN(c3ccccn3)CC2)cc1
 : 2.4	-0.8	-2
> COc1ccc(NC(=O)COc2coc(CN3CCCc4ccccc43)cc2=O)cc1
 : -1.3	-1.3	-3
> COc1ccc(S(=O)(=O)N2c3ccc(F)cc3CCC2C)cc1 (centres undefined)
 : -0.8	-0.8	4
> C[C@@]12C(=O)Nc3ccc(Cl)cc3C(=O)N1[C@H]1c3cc(Cl)ccc3OC[C@@H]1[C@@H]2c1ccccc1
 : 2.2	0.1	3
> CC(=O)c1c(C)[nH]c(C(=O)OCc2nc3ccsc3c(=O)[nH]2)c1C
 : -0.5	-0.9	-1
> COc1ccc(C(=O)OC(C)C(=O)NC2CCCc3ccccc32)cc1OC (centres undefined)
 : -0.2	-0.6	-6
> COc1ccccc1CNC(=O)c1cc(-c2ccccc2)n(Cc2cc(C)no2)n1
 : 0.1	-2.3	-5
> CC(=O)c1ccc(NC(=O)C(C)O/N=C(\N)c2ccccc2)cc1 (centres undefined)
 : 2.1	3.5	4
> CC(=O)N1CCCc2ccc(NS(=O)(=O)c3ccccc3)cc21
 : 6.3	2.1	-6
> Nc1cc(C(=O)OCC(=O)NNC(=O)c2ccccc2F)ccc1Cl
 : 2.1	2.4	-6
> COc1ccc(S(=O)(=O)N2CCC(C(=O)NC(c3nc4ccccc4[nH]3)C(C)C)CC2)cc1 (centres undefined)
 : -0.6	-1.7	-7
> Cn1c(SCc2ccc(F)cc2Cl)nc2ccccc2c1=O
 : 1.6	0.7	0
> O=C(c1cnn(Cc2ccccc2)c1)N1CCN(S(=O)(=O)/C=C/c2ccccc2)CC1
 : 2.2	-1.0	-7
> O=C(COC(=O)c1cccnc1Cl)NC1CCCCCC1
 : 1.5	0.2	-1
> CCNC(=O)c1ccc(NC(=O)CC2SC(N3CCCCC3)=NC2=O)cc1 (centres undefined)
 : 0.5	0.6	16*
> Cc1ccc2c(c1)C1CN(C)CCC1N2S(=O)(=O)c1ccc(C(C)C)cc1 (centres undefined)
 : 0.3	2.0	-4

Next structures.
Value order: V1aR counter	OXTR agonist	GalR3 antagonist
> Cc1ccc(C(=O)Nc2cccc(C(F)(F)F)c2)cc1NC(=O)c1c[nH]c2cc(C(F)(F)F)ccc2c1=O
 : 2.4	-0.3	-2
> CN1CCN(S(=O)(=O)c2cccc(C(=O)NC3CCCC3)c2)CC1
 : 0.1	-1.1	-4
> CCOC(=O)N1CCN(CC(=O)Nc2ccccc2C(=O)Nc2ccccc2)CC1
 : 1.8	-0.2	1
> O=C(COC(=O)c1ccc2ncsc2c1)Nc1ccc(OC(F)(F)F)cc1
 : 4.5	4.3	1
> COc1ccc(S(=O)(=O)N2CCOCC2)cc1NC(=O)COC(=O)C1CCC1
 : -0.1	-0.6	-6
> CCN(CC)CCNC(=O)C(=O)Nc1ccc2c(c1)N(S(=O)(=O)c1cccs1)CCC2
 : 0.9	3.5	-5
> COc1ccc(-c2nn(-c3ccccc3)cc2C(=O)N(C)CC(=O)Nc2cccc(F)c2)cc1
 : 0.9	0.2	-4
> CC(C)c1cccc(C(C)C)c1NC(=O)CN1C(=O)NC2(CCCCCCC2)C1=O
 : 0.3	0.4	-8
> Cc1nn(C)c(C)c1NS(=O)(=O)c1cccc(Br)c1
 : 2.5	0.8	-4
> C[C@H]1CN([C@@H](C)CO)C(=O)c2cccc(NC(=O)c3ccncc3)c2O[C@H]1CN(C)C(=O)Nc1ccccc1
 : 1.4	0.7	-1
> C[C@H](CO)N1C[C@H](C)[C@@H](CN(C)S(=O)(=O)c2ccccc2)Oc2ccc(NC(=O)C3CC3)cc2C1=O
 : 0.9	0.7	-2
> COC(=O)Cc1coc2cc(OC)ccc12
 : 0.1	0.0	-4
> Cc1ccc(C(=O)OCC(=O)NCc2ccc(Cl)cc2Cl)o1
 : -0.6	-1.1	-2
> COc1ccccc1C(=O)NCC(=O)NNC(=O)C1COc2ccccc2O1 (centres undefined)
 : -0.7	0.3	-2
> O=C(CSc1ccccn1)Nc1cccc(S(=O)(=O)N2CCCC2)c1
 : 3.8	3.7	-5
> Cc1ccc(C(=O)N/C(=C\c2ccccc2)C(=O)NCc2ccncc2)cc1
 : 1.1	0.2	-3
> CCCCn1c(N)c(N(CCOC)C(=O)C2CCN(S(=O)(=O)c3ccc(C)cc3C)CC2)c(=O)[nH]c1=O
 : -1.2	-0.2	-2
> N#CC1(NC(=O)CN2C(=O)NC3(CCCCCC3)C2=O)CCCCC1
 : 0.1	-0.1	-3
> COc1ccc(CN(C)CC(=O)NC(=O)NC2CCCCC2)cc1
 : 0.3	0.1	-3
> COc1cccc(NC(=O)CSc2nccn(-c3ccc4c(c3)OCCO4)c2=O)c1
 : 0.9	0.5	0

Further results.
Value order: V1aR counter	OXTR agonist	GalR3 antagonist
> O=C1C=C(c2ccc(CO)cc2)C[C@@H](c2ccc3c(c2)OCO3)C1
 : 1.8	2.2	-2
> CCOc1ccc(NC(=O)CN(C)C(=O)CSCc2ccc(C)cc2)cc1OCC
 : -0.1	-1.8	-4
> Cc1cc(C(=O)CCC(=O)N(C)CC(=O)Nc2ccccc2Br)c(C)s1
 : 0.9	-1.3	-6
> CCCCOc1ccc(C(=O)NCC(=O)N2CC(C)CC(C)C2)cc1 (centres undefined)
 : 1.9	-0.9	-5
> COc1ccc([C@H](NC(=O)OC(C)(C)C)C(=O)OC(C)(C)C)cc1
 : -1.6	-1.7	-3
> Cc1ccc(S(=O)(=O)N2CCN(C(=O)Cc3ccccc3)CC2)cc1C
 : 0.6	0.2	-7
> CN(CC(=O)Nc1cccc(F)c1)C(=O)c1csc2c1CCCC2
 : 0.5	1.2	1
> COc1ccc(C(=O)OCC(=O)NCCc2ccc(F)cc2)cc1S(=O)(=O)N1CCOCC1
 : -0.6	4.8	-9
> O=C(COC(=O)/C=C/c1ccc(OC(F)F)cc1)Nc1ccc2[nH]c(=O)[nH]c2c1
 : 0.4	-0.4	-5
> CC(=O)c1ccc(OCC(=O)N(C2CCCCC2)C2CCS(=O)(=O)C2)cc1 (centres undefined)
 : 0.8	0.2	-5
> Cc1ccc(C)c(-n2nnnc2SCC(=O)NCC2CCCO2)c1 (centres undefined)
 : 0.4	0.2	-2
> COc1ccc(NC(=O)C2CC(=O)N(Cc3ccco3)C2)cc1Cl (centres undefined)
 : -0.1	0.0	2
> O=C1CCc2cc(NS(=O)(=O)c3ccccc3)cc3c2N1CCC3
 : 0.6	0.3	-9
> N#CCCN(C(=O)COC(=O)c1ccc2c(c1)OCO2)c1ccccc1
 : 2.2	1.2	-7
> O=C(CCNC(=O)c1ccc([N+](=O)[O-])cc1)Oc1ccc(F)c(F)c1
 : 1.0	1.9	-2
